Assay outcomes (PubChem)
TbMetRS inhib = blocks T. brucei methionyl-tRNA synthetase activity | purified T. brucei MetRS, ATP depletion, Kinase-Glo luminescence | inhibition, % at 11.9 µM | 360,000 tested, 0.4% active;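 active means inhibition above a per-plate cutoff of the control wells' mean inhibition plus 3 SD, cut at about 5.5% in these data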;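 further: 0% = DMSO wells median and 100% = median of wells with control inhibitor compound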
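Material – parasite MetRS enzyme · Medium – HEPES-MgCl2-KCl buffer plus DTT, spermine, BSA, pyrophosphatase · Reagent – ATP, methionine and E. coli bulk tRNA substrates · Times – 15 min enzyme-compound preincubation, 2 h reaction, 10 min detection, 25 °C · Measured by – luminescence of leftover ATP · Evaluation – percent inhibition relative to median high and low control wells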
STEP block = inhibitors of human striatal-enriched phosphatase STEP | P54829 | recombinant STEP, OMFP fluorogenic substrate, fluorescence | inhibition, % at 20 µM | 360,000 tested, 0.25% active | AID 588621;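 active means inhibition at 20 µM, scaled per plate between control wells, above about 37%, limit read from the data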;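 further: 0% = DMSO with enzyme and substrate and 100% = substrate only without enzyme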
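material = STEP tyrosine phosphatase | reagent = fluorogenic phosphatase substrate OMFP at 25 µM final | doses = single compound dose of 20 µM, 1% DMSO final | schedule = 20 min reaction, room temperature, in the dark | measured by = fluorescence, 480/540 nm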
DNMT1 block = blocks human DNA methyltransferase DNMT1 | P26358 | DNMT1 molecular beacon, Hinp1I cleavage, fluorescence | 360,000 tested, 0.83% active | inhibition (reported as % activation of signal), % at 10 µM | AID 588458; in the data active means inhibition above about 50%
E coli Lon inh = inhibits E. coli Lon protease. AID 602123. 360,000 tested, 0.42% active. purified E. coli Lon protease, fluorescence polarization. inhibition, % at 7.94 µM; in the data active means inhibition above about 13%, passing the limit was not always enough;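 further: 0% = enzyme with probe and DMSO and 100% = no enzyme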
MsrA inh = bovine MsrA inhibition. inhibition, % at 15.5 µM. 360,000 tested, 0.75% active. purified bovine MsrA, absorbance read-out; in the data active means inhibition above about 4.5%;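 further: 0% = vehicle wells with enzyme and 100% = reference inhibitor wells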
Scp-1 inhibitor = blocks human Scp-1 phosphatase activity | Q9GZU7 | 340,000 tested, 0.88% active | inhibition, % at 20 µM | Recombinant Scp1, phosphopeptide, malachite green phosphate absorbance;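 active means inhibition above about 50% at 20 µM, limit read from the data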;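 further: plate controls were DMSO wells with enzyme for no effect and wells lacking enzyme for full effect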
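System: truncated SCP-1 phosphatase (76-261aa); medium: Tris acetate buffer pH 5.5 with MgCl2 and Tween-20; incubation: 45 min room-temperature reaction, 5 min colour, 30 min stabiliser; compound: single 20 µM dose, 1% DMSO; reagent: Phosphorylated 17-residue peptide substrate; read-out: % inhibition at 20 µM; technique: colorimetric free-phosphate detection, absorbance 630 nm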
NRP1-CendR mod = alters CendR peptide binding to human NRP-1 | 360,000 tested, 0.85% active | FAM-RPARPAR peptide binding to NRP-1, fluorescence polarization | O14786 | inhibition, % at 25 µM;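 active means inhibition or corrected inhibition above about 18%, plus a signal ratio from 0.5 to 1.5, limit read from the data, passing the limit was not always enough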; further: strong numbers were not always called active
Target sequence (O14786 whole entry, looked up): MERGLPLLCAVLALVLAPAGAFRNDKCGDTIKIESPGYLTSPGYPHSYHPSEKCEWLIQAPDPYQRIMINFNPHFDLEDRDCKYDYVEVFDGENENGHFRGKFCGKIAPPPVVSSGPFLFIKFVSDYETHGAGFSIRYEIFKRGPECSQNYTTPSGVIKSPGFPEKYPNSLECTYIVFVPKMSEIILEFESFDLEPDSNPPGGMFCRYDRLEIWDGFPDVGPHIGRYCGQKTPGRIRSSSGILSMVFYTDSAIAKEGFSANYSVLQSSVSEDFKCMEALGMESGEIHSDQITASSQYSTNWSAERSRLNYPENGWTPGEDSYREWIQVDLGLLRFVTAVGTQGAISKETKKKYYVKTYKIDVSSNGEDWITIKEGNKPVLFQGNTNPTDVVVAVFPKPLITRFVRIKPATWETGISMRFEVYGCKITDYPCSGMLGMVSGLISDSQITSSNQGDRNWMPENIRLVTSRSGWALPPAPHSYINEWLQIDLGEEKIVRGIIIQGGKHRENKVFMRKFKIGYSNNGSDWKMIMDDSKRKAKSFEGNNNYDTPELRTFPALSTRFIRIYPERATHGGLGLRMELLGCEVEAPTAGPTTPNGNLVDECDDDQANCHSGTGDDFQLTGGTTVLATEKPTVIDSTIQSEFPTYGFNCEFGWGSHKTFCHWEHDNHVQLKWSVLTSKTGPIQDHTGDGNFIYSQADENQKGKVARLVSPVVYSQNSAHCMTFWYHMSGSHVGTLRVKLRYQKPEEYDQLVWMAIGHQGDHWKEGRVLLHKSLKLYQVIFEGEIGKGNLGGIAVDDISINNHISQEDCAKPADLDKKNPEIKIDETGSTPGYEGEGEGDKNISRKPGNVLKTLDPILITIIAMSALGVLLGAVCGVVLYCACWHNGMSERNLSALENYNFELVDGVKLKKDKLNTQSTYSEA
MsrA act = activates bovine MsrA enzyme | purified bovine MsrA, absorbance read-out | activation, % at 10.6 µM | 360,000 tested, 0.3% active | AID 602163; in the data active means activation above about 7.5%;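 further: 0% = vehicle and 100% = reference activator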
LMPTP inh = blocks human LMPTP phosphatase; recombinant LMPTP-A, OMFP fluorogenic substrate, fluorescence intensity; inhibition, % at 20 µM; 360,000 tested, 0.22% active;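 active means compounds that cut the enzyme signal by at least half of the control window in the single-dose screen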;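 further: plate controls were DMSO wells with enzyme plus substrate for no effect and substrate without enzyme for full effect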
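Test system – LMPTP-A phosphatase enzyme · Quantity – 0.625 nM LMPTP-A final · Reagent – OMFP substrate, 400 µM final · Dosing – one test concentration per compound, 20 µM, with 3% DMSO overall · Timing – 50 min enzyme reaction at room temperature, protected from light · Detection – fluorescence intensity · Controls – substrate-only low control, DMSO enzyme-plus-substrate high control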
SUMO1-SIM PPI = alters human SUMO1 binding to SIM partners. P63165. SUMO1 binding to a labelled peptide, TR-FRET, 1 h. 360,000 tested, 0.33% active. inhibition, % at 20 µM. AID 602429; in the data active means inhibition above about 37%
Target sequence (P63165 whole entry, looked up): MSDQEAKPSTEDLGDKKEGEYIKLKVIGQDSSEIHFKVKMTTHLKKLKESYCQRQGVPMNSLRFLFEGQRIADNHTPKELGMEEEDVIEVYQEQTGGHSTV
An asterisk follows results filed as active; . = no result given. Compounds as they come (roughly 4.3% active in at least one column).

TbMetRS inhib,STEP block,DNMT1 block,E coli Lon inh,MsrA inh,Scp-1 inhibitor,NRP1-CendR mod,MsrA act,LMPTP inh,SUMO1-SIM PPI,compound
2.0,9,43,-10,0.4,-2,-4,-5,3.2,45*,O=[N+]([O-])c1ccccc1N/N=C/c1cccc(O)c1O
-0.6,1,4,-1,-0.5,-16,-3,-11,-0.4,-1,Fc1ccccc1CSc1nnc(-c2ccccc2)o1
-0.3,0,-3,4,-0.6,1,-20,-3,0.2,0,CCOCC(=O)Nc1cc(C(=O)NCCc2ccccc2)ccc1Cl
0.3,2,-4,-3,0.5,-8,2,-6,4.8,3,CC(C)C(=O)Nc1cccc(COc2ccc(CN(Cc3ccccc3)C(=O)OC(C)(C)C)cc2)c1
0.4,-1,-8,-3,-0.2,-7,7,2,-0.3,2,O=C(CSc1nc2ccccc2c(=O)n1CCCN1CCOCC1)Nc1ccc(F)c(Cl)c1
0.1,2,2,-6,-0.2,-8,6,4,-2.1,0,CCOC(=O)C(CC)Sc1nc(N)c(NC(=O)c2ccc(OC)c(OC)c2)c(=O)[nH]1 (centres undefined)
-0.4,0,-6,9,0.4,-2,22,-5,1.3,-21,CC1(OC(=O)C2CCCC2)C(=O)C=C2C=C(c3ccsc3)N(CC3CC3)C=C2C1=O (centres undefined)
-0.5,-3,-2,-10,0.6,4,4,-2,5.0,2,Fc1ccccc1N1CCN(c2nc(-c3cccs3)nc3ccccc23)CC1
0.7,2,1,2,-0.1,-10,5,-2,1.0,3,Cc1sc2ncnc(SCC(=O)Nc3cccc(S(N)(=O)=O)c3)c2c1C
-0.2,1,-27,-9,2.1,.,5,-4,16,-17,O=[N+]([O-])c1ccc2oc(/C=C/c3ccc(O)cc3)nc2c1

Compound profiles (already shown).
O=[N+]([O-])c1ccc2oc(/C=C/c3ccc(O)cc3)nc2c1 is entered as TbMetRS inhib = -0.2; STEP block = 1; DNMT1 block = -27; E coli Lon inh = -9; MsrA inh = 2.1; Scp-1 inhibitor = .; NRP1-CendR mod = 5; MsrA act = -4; LMPTP inh = 16; SUMO1-SIM PPI = -17
CCOCC(=O)Nc1cc(C(=O)NCCc2ccccc2)ccc1Cl is entered as TbMetRS inhib = -0.3; STEP block = 0; DNMT1 block = -3; E coli Lon inh = 4; MsrA inh = -0.6; Scp-1 inhibitor = 1; NRP1-CendR mod = -20; MsrA act = -3; LMPTP inh = 0.2; SUMO1-SIM PPI = 0
CCOC(=O)C(CC)Sc1nc(N)c(NC(=O)c2ccc(OC)c(OC)c2)c(=O)[nH]1 (centres undefined) is entered as TbMetRS inhib = 0.1; STEP block = 2; DNMT1 block = 2; E coli Lon inh = -6; MsrA inh = -0.2; Scp-1 inhibitor = -8; NRP1-CendR mod = 6; MsrA act = 4; LMPTP inh = -2.1; SUMO1-SIM PPI = 0

The listing continues:
TbMetRS inhib,STEP block,DNMT1 block,E coli Lon inh,MsrA inh,Scp-1 inhibitor,NRP1-CendR mod,MsrA act,LMPTP inh,SUMO1-SIM PPI,compound
-0.3,0,3,5,0.8,44,-4,15*,-1.0,7,Cc1ccccc1-n1sc2cc(F)ccc2c1=O
0.3,-1,18,5,0.2,3,-14,-2,-1.4,6,CC(C)NC(=O)c1onc(CSc2ccc(Cl)cc2)c1C(=O)O
-0.3,4,-1,4,1.2,-1,7,-2,1.5,0,O=C(Nc1cc(-c2nc3ccccc3s2)ccc1Cl)c1ccc2c(c1)OCO2
-1.6,-3,3,0,-1.0,-9,-11,-9,0.3,-5,O=C(CN(Cc1ccccc1)C(=O)CSc1nnc(COc2ccccc2)o1)NC1CCCC1
-0.3,-2,7,20*,0.3,-1,0,-12,-1.6,11,O=C(Cc1c(F)cccc1Cl)Nc1ccccc1-c1ccccc1
-1.5,3,-4,-6,2.3,-5,10,-10,2.5,-10,Cn1cccc1-c1cc(C(=O)N/N=C/C=C/c2ccccc2)[nH]n1
0.0,-4,-1,3,-0.2,-3,7,-1,-0.7,-3,O=C1c2cccnc2C(O)N1Cc1ccc(F)cc1 (centres undefined)
-1.1,-2,-3,2,3.4,-4,13,-5,0.1,-4,COc1ccc(O)c(/C=N/NC(=O)CCC(=O)Nc2ccc(C)cc2)c1
0.0,0,-2,-2,-1.3,0,9,5,0.1,-1,CCN(CCNC(=O)C1CCCN(S(=O)(=O)CC)C1)c1ccccc1 (centres undefined)
27*,-1,-9,-11,1.7,.,1,-5,-0.7,7,O=C(NCc1cc(Cl)cc(Cl)c1)c1ccc2sc([C@H]3C[C@H](O)[C@@H](CO)O3)nc2c1
1.0,-2,-3,-6,0.6,1,1,1,-2.8,0,CCCCN(C(=O)CCC(=O)O)C1CC(=O)N(c2ccc(OCCC)cc2)C1=O (centres undefined)
0.1,2,-1,-5,-0.1,-8,-9,-3,2.4,2,COc1cc(OC)cc(-c2nnc(NC(=O)c3ccc4c(c3)OCCO4)o2)c1
-0.2,-4,-25,-20,-0.7,.,-9,2,1.7,-3,OC[C@@H]1CN(Cc2ccc(Cl)cc2)C[C@H](n2cnc3c(N4CCN(c5ccccc5)CC4)ncnc32)O1
-0.4,-1,-9,-11,0.3,-3,11,-2,-1.3,3,CN(CCO)c1ccc(C(C(=O)c2ccccc2)c2ccc(N(C)CCO)cc2)cc1
-0.7,-1,6,-18,0.6,4,16,-9,1.3,-3,CNc1nc(Nc2ccc(Br)cc2)nc(N)c1[N+](=O)[O-]
-1.3,2,-5,-8,5.5*,-9,-3,-9,0.4,-14,COc1cccc2cc(-c3csc(CCn4nc(C)cc4C)n3)c(=O)oc12
-1.0,2,76*,-4,1.6,7,14,-7,3.6,1,CCOC(=O)c1c(NC(C)=O)sc2c(OCC(O)CN(CC)CC)c(Br)ccc12 (centres undefined)
-0.3,2,-1,-8,-0.2,-5,-10,-2,2.8,0,COc1ccc([N+](=O)[O-])cc1NC(=O)COC(=O)c1ccc(O)cc1
-0.6,5,5,14,1.9,0,10,-3,-0.6,-4,S=C(c1ccccc1)N(c1ccccc1)c1ccccc1
-1.4,0,0,-2,1.1,-7,-2,-6,-0.9,2,O=C(NCc1ccccc1)N[C@@H](Cc1ccccc1)C(=O)O
-0.4,-3,0,0,1.3,-11,0,-2,-1.0,1,CCc1cc(=O)oc2cc(OC(C)C(=O)NCCCn3ccnc3)ccc12 (centres undefined)
-0.3,0,-2,-2,-0.5,-3,3,-3,-2.0,0,COc1ccc(CCNC(=O)COC(=O)c2ncc(Cl)c(Cl)c2Cl)cc1OC
-0.4,-2,-1,0,-0.1,-6,0,1,-0.6,3,CCCOc1ccc(C(=O)NNC(=O)c2cccc(S(=O)(=O)N3CCN(C(C)=O)CC3)c2)cc1OC
-0.6,-3,2,-1,0.5,-6,-8,-3,-0.1,-2,OCCN(CCO)CC(O)Cn1c2ccccc2c2ccccc21 (centres undefined)
0.4,1,-1,-4,-1.4,-5,17,2,-1.6,0,Cc1ccc(S(=O)(=O)CC(=O)NC(C)(C)C)cc1
-0.2,2,-2,-2,1.4,-7,-17,-2,-0.2,0,O=C(CCl)NCCNC(=O)c1cc(OCC(F)(F)F)ccc1OCC(F)(F)F
-0.3,-2,3,-5,-0.3,-3,4,-5,-1.8,-3,O=C(N/N=C/c1ccco1)C1CC(=O)N(c2ccccc2)C1 (centres undefined)
0.1,3,0,8,0.1,-5,6,-9,3.2,7,COc1ccc(N(CC(=O)Nc2cc(C)ccc2C)S(=O)(=O)c2c(C)[nH]c(=O)[nH]c2=O)cc1
0.4,0,4,-1,-0.8,.,0,-2,-0.6,-4,O=C1c2ccccc2C(c2nc3ccccc3[nH]2)N1c1ccccc1 (centres undefined)
2.8,2,1,-9,0.1,-6,4,-1,3.4,-4,CCn1cnc2cc(NCc3ccc(Cl)cc3)ccc21
-0.6,4,0,2,-1.2,-1,-1,-9,-0.7,-1,CC(=O)C(Cc1ccccc1)NC(=O)CCl (centres undefined)
0.3,2,-5,-2,3.0,-1,6,-4,3.6,2,COc1ccc(/C(C)=N/NC(=S)NCCc2ccccc2)cc1
0.0,-3,0,13,0.9,-8,-6,-4,-0.8,-1,COc1ccc(C2c3c(oc4ccccc4c3=O)C(=O)N2CC2CCCO2)cc1 (centres undefined)
-1.3,2,-22,-23,0.2,-6,-43,1,3.4,-3,O=S(=O)(NCc1ccccc1)c1ccc(NC(=S)NCc2ccco2)cc1
-1.1,0,0,3,0.4,6,-10,-12,0.8,7,COCCn1c(CN2CCN(C(=O)c3ccco3)CC2)nc2c1c(=O)n(C)c(=O)n2C
1.6,11,3,-2,1.5,-3,5,-4,-0.5,-1,COCCCn1c(C)c(C(C)=O)cc(NC(=O)c2ccccc2)c1=O
-0.6,0,0,6,0.0,-7,8,-2,-2.4,-4,CCc1cccc(C)c1NC(=O)C1CCCO1 (centres undefined)
-0.4,0,6,-1,0.0,5,3,-4,-1.6,-16,O=[N+]([O-])c1cc(S(=O)(=O)NCCc2ccccn2)ccc1Cl
-0.7,3,7,-5,0.7,-3,21,-9,1.4,-12,COc1cc(C2Nc3ccc4ncccc4c3C3=C2C(=O)CCC3)cc(OC)c1OC (centres undefined)
0.1,-1,0,-4,0.3,0,-4,-3,-0.6,-2,CSc1ncccc1C(=O)OCC(=O)NC1CCC(C)CC1 (centres undefined)
-0.2,-2,2,3,-1.4,1,11,-4,-0.4,0,CCCCn1c(N)c(N(CC)C(=O)C2=COCCO2)c(=O)[nH]c1=O
-0.8,-2,3,-7,-1.1,-4,5,-3,-1.6,-7,COc1ccc(CNC(=O)Cn2ccc([N+](=O)[O-])n2)cc1OC
-0.3,0,-5,2,1.2,-10,-5,-2,3.5,-1,COc1ccccc1/C=C(/C(=O)OCC(=O)Nc1ccccc1C)c1ccccc1
-0.6,3,3,3,-1.4,-7,4,-4,-3.7,13,Cc1noc(NS(=O)(=O)c2ccc(NC(=O)CSc3n[nH]c(-c4ccccc4)n3)cc2)c1C
-0.5,1,0,-5,-1.7,-11,10,1,-0.9,4,O=C(CSCCNS(=O)(=O)c1ccccc1)Nc1ccccc1
-1.6,-5,-4,1,0.2,-7,7,-4,-2.4,-1,CCC(=O)n1nc(NCc2ccc(OC)c(OC)c2)nc1NCc1ccc(OC)c(OC)c1
-0.1,0,5,-8,0.0,1,-1,-2,2.1,0,Nc1n[nH]c(S(=O)(=O)CCCc2ccccc2)n1
0.1,-1,0,-2,0.4,.,-17,-2,1.0,3,Cn1c(=O)c2cc(NC(=O)NCc3ccccc3)ccc2n1Cc1ccc(Cl)cc1
-0.6,1,1,-6,3.2,-3,17,-3,-2.8,2,CCOC(=O)C(CC)Sc1ccc2nnc(-c3cccnc3)n2n1 (centres undefined)
